GLD-1 TGE inh: GLD-1-TGE RNA interaction inhibition (C. elegans) | AID 2280 | inhibition, % at 5.96 µM | 320,000 compounds, 0.44% hits | purified GLD-1 + fluorescein TGE RNA, fluorescence polarization;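 active means percent inhibition above a per-plate cutoff, the plate mean of test compounds plus 3 SD, cut at about 30% in these data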;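 further: 0% = DMSO wells with GLD-1 and probe and 100% = wells lacking GLD-1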
Target sequence (Q17339 whole entry, looked up): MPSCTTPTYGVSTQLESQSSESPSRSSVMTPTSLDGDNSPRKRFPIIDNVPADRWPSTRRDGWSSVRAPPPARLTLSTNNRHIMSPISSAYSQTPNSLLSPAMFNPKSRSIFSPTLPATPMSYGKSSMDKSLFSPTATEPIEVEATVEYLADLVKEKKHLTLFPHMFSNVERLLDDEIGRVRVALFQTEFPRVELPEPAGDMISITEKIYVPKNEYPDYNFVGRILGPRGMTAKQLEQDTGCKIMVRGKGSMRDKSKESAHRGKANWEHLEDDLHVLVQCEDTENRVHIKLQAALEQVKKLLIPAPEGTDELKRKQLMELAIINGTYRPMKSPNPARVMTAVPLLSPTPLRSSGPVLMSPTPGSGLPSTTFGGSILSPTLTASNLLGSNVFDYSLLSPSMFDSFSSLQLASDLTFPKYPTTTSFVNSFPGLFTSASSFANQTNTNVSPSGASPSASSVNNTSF
Fam108B inh: blocks mouse Fam108B hydrolase in RBBP9 counter-screen. AID 1947. inhibition, % at 9.51 µM. 300,000 compounds, 0.33% hits. recombinant Fam108B, FP-Rh probe fluorescence polarization;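 active means inhibition above the screen mean inhibition plus 3 SD, computed separately per campaign, cut at about 18% in these data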;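 further: inhibitors lower polarization as less probe binds the enzyme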
ZTA DNA inh: blocks Epstein-Barr virus ZTA, an EBNA-1 counter-screen; P03206; ZTA-DNA binding, fluorescence polarization; inhibition, % at 11 µM; 320,000 compounds, 0.15% hits; in the data active means inhibition above about 33%
MEX-5 binding: C. elegans MEX-5 TCR-2 RNA binding activity; MEX-5/FITC-TCR2 RNA binding, fluorescence polarization; stronger effect = lower value; Q9XUB2; AID 1832; 300,000 compounds, 0.38% hits; activity score (negative = inhibition of binding), % at 10 µM;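 active means inhibition past about -25% in most replicates, and total fluorescence under double the plate's negative control median, limit read from the data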;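 further: 0% = DMSO and -100% = 5 µM competing unlabeled TCR2 RNA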
Efflux pump mplx: antifungal efflux pump inhibition, Nile Red retention | 330,000 compounds, 0.44% hits | S. cerevisiae Candida pump triplex | inhibition, % at 10 µM;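 active means plate passing quality check with inhibition over a set limit, or well fluorescence over plate mean plus 4 SD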;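 further: Nile Red retained in pooled yeast measured as flow cytometry median fluorescence; 0% = buffer negative control and 100% = Enniatin B positive control; higher means more Nile Red kept so more efflux inhibition; some compounds called inactive have numbers as strong as hits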
BCLXL inh: Bcl-xL (human) inhibition | GST-Bcl-xL / FITC-Bim BH3 peptide fluorescence polarization | inhibition, % at 10.9 µM | 320,000 compounds, 0.7% hits;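 active means inhibition above the mean of all tested compounds plus 3 SD, cutoff set per campaign, cut at about 30% in these data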;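 further: 0% = DMSO wells and 100% = unlabeled Bim-BH3 peptide competitor; inhibitors lower millipolarization by displacing the labeled peptide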
Target sequence (Q07817 whole entry, looked up): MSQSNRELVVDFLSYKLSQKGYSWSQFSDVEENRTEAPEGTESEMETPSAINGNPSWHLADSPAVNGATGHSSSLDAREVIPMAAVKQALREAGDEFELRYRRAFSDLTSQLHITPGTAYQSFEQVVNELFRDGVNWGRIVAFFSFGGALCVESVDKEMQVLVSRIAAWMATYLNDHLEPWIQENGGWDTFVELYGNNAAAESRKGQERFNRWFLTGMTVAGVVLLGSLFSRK
EBNA-1 inh: blocks EBNA-1 binding to DNA; EBNA-1 DNA binding, fluorescence polarization; inhibition, % at 14.8 µM; 300,000 compounds, 0.34% hits; AID 1950; in the data active means inhibition above about 28%
MCL1 BIM primary: MCL1-BIM-BH3 interaction inhibition (human) | inhibition, % at 10.9 µM | AID 2057 | 320,000 compounds, 0.68% hits | GST-MCL1 / FITC-Bim-BH3 fluorescence polarization;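 active means inhibition above the mean inhibition of all tested compounds plus 3 SD, set per campaign, cut at about 40% in these data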;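 further: 0% = DMSO wells and 100% = unlabeled Bim-BH3 peptide control; higher means more loss of mP so more displacement of Bim peptide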
Target sequence (Q07820 whole entry, looked up): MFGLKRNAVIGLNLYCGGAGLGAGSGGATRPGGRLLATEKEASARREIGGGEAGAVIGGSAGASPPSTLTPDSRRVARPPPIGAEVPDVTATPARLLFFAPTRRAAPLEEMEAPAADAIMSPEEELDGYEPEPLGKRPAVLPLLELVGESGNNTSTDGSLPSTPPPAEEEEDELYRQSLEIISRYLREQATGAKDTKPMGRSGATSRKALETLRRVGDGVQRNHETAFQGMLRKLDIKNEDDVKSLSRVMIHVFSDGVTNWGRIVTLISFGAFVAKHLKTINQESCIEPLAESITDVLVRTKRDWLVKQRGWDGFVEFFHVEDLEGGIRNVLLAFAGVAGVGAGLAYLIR
Yeast superoxide: lowers age-related superoxide in aged yeast cells | S. cerevisiae aged cells, superoxide DHE fluorescence; stronger effect = lower value | superoxide response (% of plate mean), % at 10 µM | 330,000 compounds, 0.18% hits | AID 2690;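 active means superoxide response under a set limit, about three screen SD below normal, cut at about 65% in these data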;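 further: yeast aged for seven days with compound at 30 °C before DHE staining; 100% = average MFI of all compound-treated wells on the plate with controls excluded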
The depositor's hits bear a star; · = not tested or not shown.

entry | compound | GLD-1 TGE inh | Fam108B inh | ZTA DNA inh | MEX-5 binding | Efflux pump mplx
1 | Cc1c2c(n3c(nc4ccccc43)c1C#N)N(CCN1CCOCC1)CC2 | 4 | -2 | -12 | -0.4 | 0.0
2 | O=C(CSc1nnc(SCc2ccc(Cl)cc2)s1)N/N=C/c1c[nH]c2ccccc12 | 2 | 3 | 18 | -2.1 | 0.0
3 | COc1cc(Br)cc2cc(C(=O)OC3CCN(C)CC3)c(=O)oc12 | 8 | 1 | 14 | 0.2 | 0.1
4 | CN1CCC(N(C)S(=O)(=O)c2ccc(NC(=O)c3cccc(C#N)c3)cc2)CC1 | -1 | · | -2 | · | 0.1
5 | O=S1(=O)CCOC[C@H](c2ccccc2)N1Cc1cccc(F)c1 | -1 | 1 | 11 | 3.7 | -0.1
6 | Cc1cccc(-n2ncc3c(N4CC(C)CC(C)C4)ncnc32)c1 (centres undefined) | -1 | -3 | 6 | -3.5 | 0.0
7 | O=C(CN1CCCC1=O)NC1CCCc2c1cnn2-c1cc(F)cc(F)c1 (centres undefined) | -9 | 3 | -4 | 2.9 | -0.1
8 | CCCCCCCCCS(=O)(=O)N/N=C/c1cccc([N+](=O)[O-])c1 | 3 | 4 | 7 | -1.2 | 0.0
9 | Cc1ccc(-c2n[nH]c(=S)n2/N=C/c2sccc2C)cc1 | -8 | -2 | -2 | -2.0 | 0.0
10 | CSc1nc2nc3c(cc2c(=O)n1-c1cccc(C)c1)COC(C)(C)C3 | -7 | -2 | -2 | 1.2 | 0.0
11 | CC(=O)Nc1cc(NC(C)=O)c2nc(N)sc2c1 | 6 | 1 | 2 | 1.1 | -0.1
12 | Cc1cc(C)c(C(=O)COC(=O)Cn2cnnn2)cc1C | 5 | 3 | -14 | 2.4 | 0.0

entry | BCLXL inh | EBNA-1 inh | MCL1 BIM primary | Yeast superoxide
1 | 12 | 2 | 9 | 89
2 | -2 | 16 | 16 | 79
3 | -1 | -8 | -3 | 104
4 | -8 | · | -10 | 88
5 | 9 | 12 | 11 | 98
6 | 1 | -1 | -3 | 92
7 | 3 | 2 | -5 | 99
8 | -4 | -2 | 5 | 115
9 | -26 | 15 | -22 | 101
10 | -7 | 4 | -5 | 99
11 | 8 | 6 | 3 | 107
12 | 1 | -3 | -3 | 92

The listing continues.
entry | compound | GLD-1 TGE inh | Fam108B inh | ZTA DNA inh | MEX-5 binding | Efflux pump mplx
13 | COc1ccc(C(=O)COc2cccc(NC(=O)c3ccco3)c2)cc1 | 4 | -6 | 2 | -0.4 | 0.1
14 | CCOC(=O)C1=NOC(C(=O)NN(C)c2ncc(C(F)(F)F)cc2Cl)C1 (centres undefined) | 4 | -1 | 0 | 1.2 | 0.0
15 | CCN(CC)C(=O)c1ccccc1NC(=O)c1ccccc1SC | 5 | -2 | -7 | 0.6 | 0.0
16 | CC1(OC(=O)CCc2ccccc2)C(=O)C=C2C=C(c3ccc(C#N)cc3)N(C3CC3)C=C2C1=O (centres undefined) | 13 | 0 | -20 | 1.1 | 0.0
17 | O=C(O)c1ccccc1/C=N/NC(=O)c1cc(-c2ccco2)nc2ccccc12 | 3 | 10 | 2 | -16 | 0.0
18 | O=C(NCCOCC(F)(F)C(F)F)c1cc(F)c(F)cc1Cl | -9 | -4 | 11 | -2.0 | 0.3
19 | CCOC(=O)[C@@H]1[C@H]2COc3ccc(Br)cc3[C@@H]2N2C(=O)N(c3cccc(Cl)c3)C(=O)[C@]12C | -2 | 2 | 0 | 0.0 | -0.1
20 | CCCC(c1nnnn1CS(=O)(=O)c1ccc(C)cc1)N1CCN(C2CCCC2)CC1 (centres undefined) | 9 | 1 | -21 | -3.2 | 0.0
21 | O=C(CNCC1CCCCC1)Nc1ccccc1N1CCCCC1 | 8 | -2 | -16 | -0.1 | 0.4
22 | CC(C)C(OC(=O)/C=C/c1ccc2c(c1)OCO2)C(=O)NC(N)=O (centres undefined) | 1 | 3 | 2 | -0.1 | 0.1
23 | COc1ccc(C(=O)NCC2COc3ccccc3O2)cc1S(=O)(=O)N1CCOCC1 (centres undefined) | 4 | · | 1 | · | 0.0
24 | CCc1ccccc1NC(=O)c1cc(-c2ccc(OC)cc2)on1 | 3 | 2 | -3 | -0.3 | 0.0

entry | BCLXL inh | EBNA-1 inh | MCL1 BIM primary | Yeast superoxide
13 | -1 | -6 | 9 | 94
14 | 4 | 2 | 1 | 101
15 | 1 | 10 | 6 | 103
16 | 26 | -10 | 32 | 100
17 | 25 | -5 | 64* | 123
18 | 1 | -13 | 3 | 118
19 | 4 | 0 | 5 | 102
20 | 2 | -3 | 0 | 99
21 | 8 | -17 | 10 | 106
22 | 0 | -3 | -5 | 91
23 | 4 | · | 10 | 78
24 | 5 | -5 | 7 | 94

More results
entry | compound | GLD-1 TGE inh | Fam108B inh | ZTA DNA inh | MEX-5 binding | Efflux pump mplx
25 | COc1ccc(-c2cc(OC)c3ccccc3n2)cc1 | -4 | -1 | 10 | 0.5 | -0.3
26 | CCOC(=O)C1(CCOc2ccccc2)CCN(Cc2cc(OC)c3c(c2)OCO3)CC1 | 1 | 1 | 11 | 2.8 | 0.1
27 | COc1cc(/C=N/NC(=O)C(Cc2c[nH]c3ccccc23)NC(=O)OCc2ccccc2)cc([N+](=O)[O-])c1O (centres undefined) | 9 | 13 | 2 | -8.1 | -0.2
28 | C/C(=N/NC(=O)c1cc(C2CC2)[nH]n1)c1cccs1 | 0 | 3 | -15 | 2.1 | 0.1
29 | CN(C)CCCn1c(SCC(=O)Nc2nc(-c3cccc(Br)c3)cs2)nc2ccccc2c1=O | -1 | 4 | 27 | 1.8 | 0.0
30 | CCOC(=O)/C=C/c1ccc2c(c1)S(=O)(=O)N(Cc1ccc(OC)cc1)[C@H]2CC(=O)OCC | -2 | 2 | -3 | -1.3 | -0.1
31 | Cc1ccc(C(=O)C(C)OC(=O)Cn2[nH]c(=O)c3ccccc3c2=O)cc1C (centres undefined) | 2 | 1 | -10 | 2.9 | -1.1
32 | COC(=O)c1ccc(COc2cc([N+](=O)[O-])cc3cccnc23)o1 | 10 | 4 | 7 | 1.6 | 0.3
33 | Cc1ccc2c(c1)N(CC(=O)NCc1ccco1)C(=O)CO2 | -2 | 1 | 1 | -3.0 | -0.2
34 | O=C(COC(=O)C1CCN(c2ccc(C(F)(F)F)cn2)CC1)Nc1cc(F)ccc1F | 0 | -3 | -8 | 2.4 | -0.1
35 | COC(=O)c1cc(OC)c(OC)cc1NC(=O)Nc1ccc(OC)cc1OC | -1 | 1 | -3 | -0.8 | -0.1
36 | CCCn1c(CN2CCN(C(=O)c3ccco3)CC2)nc2c1c(=O)n(C)c(=O)n2C | 2 | 5 | -18 | -0.3 | -0.1

entry | BCLXL inh | EBNA-1 inh | MCL1 BIM primary | Yeast superoxide
25 | -2 | 7 | -3 | 95
26 | 13 | 10 | 11 | 110
27 | 20 | 7 | 13 | 101
28 | -1 | -16 | 4 | 92
29 | -2 | 8 | 3 | 97
30 | 4 | 11 | 0 | 101
31 | 3 | -3 | -12 | 102
32 | 1 | -5 | -3 | 191
33 | 2 | -7 | 5 | 85
34 | -9 | 13 | -9 | 102
35 | 5 | -2 | 1 | 100
36 | -1 | 4 | -2 | 118

Quoted from the listing:
`Cc1ccc(C(=O)C(C)OC(=O)Cn2[nH]c(=O)c3ccccc3c2=O)cc1C` (centres undefined) in Yeast superoxide has 102
`COc1ccc(-c2cc(OC)c3ccccc3n2)cc1` in MCL1 BIM primary has -3

(listing goes on)
entry | compound | GLD-1 TGE inh | Fam108B inh | ZTA DNA inh | MEX-5 binding | Efflux pump mplx
37 | O=C(O)c1ccccc1N1C(=O)c2cccc3cccc(c23)C1=O | 9 | 0 | -1 | 1.6 | 0.0
38 | O=C(NC1CC2CCC1C2)C1COc2ccccc2O1 (centres undefined) | -1 | 1 | 2 | -0.1 | -0.1
39 | O=C1N(Cc2cccnc2)C[C@@H]2C[C@@H](c3ccc(-c4ccccc4)cc3)N3CCC[C@@]123 | 0 | 1 | 13 | 2.3 | -0.1
40 | COc1ccc(C(O)P(=O)(O)CCc2ccccc2)cc1 (centres undefined) | -1 | 0 | 1 | 1.2 | 0.0
41 | O=C(NN=C(c1ccccc1)c1ccccc1)C(CCl)C1CCCCC1 (centres undefined) | 0 | · | -10 | · | -0.1
42 | CCc1cccc(C)c1NC(=O)CSc1nc(-c2ccccc2F)nc2nc[nH]c12 | -3 | -24 | 5 | -0.9 | 0.1
43 | O=C(Nc1cccc2nsnc12)c1ccc2c(c1)OCCO2 | -4 | -1 | -4 | -9.1 | 0.1
44 | CCOC(=O)/C=C/C(=O)OCC(=O)Nc1cccc(Br)c1 | -2 | -4 | 11 | 1.0 | -0.2
45 | O=C(CN1C(=O)c2ccccc2S1(=O)=O)c1ccc(Cl)cc1Cl | 2 | -4 | 0 | 0.4 | -0.3
46 | Cc1c(C(=O)N2CCCCC2)c(S(=O)(=O)NCc2ccc(Cl)cc2)c(C)n1C | 1 | -1 | 24 | -1.0 | 0.0
47 | COC(=O)c1cccc(Oc2cccc(Cl)n2)c1 | -2 | 2 | -8 | 1.2 | -0.1
48 | CCOC(=O)CSc1nc2ccc(C)cc2cc1C#N | 1 | 10 | -17 | 1.2 | -0.1

entry | BCLXL inh | EBNA-1 inh | MCL1 BIM primary | Yeast superoxide
37 | 5 | -6 | 6 | 110
38 | -4 | -3 | 4 | 97
39 | 4 | 2 | 1 | 98
40 | 3 | 3 | -1 | 95
41 | -6 | · | -8 | 107
42 | -2 | 4 | -2 | 89
43 | 0 | -1 | -12 | 93
44 | 2 | 6 | 9 | 97
45 | -2 | 11 | -10 | 96
46 | -3 | 7 | -7 | 112
47 | 2 | 10 | 2 | 92
48 | 26 | 12 | 13 | 117

Next results.
entry | compound | GLD-1 TGE inh | Fam108B inh | ZTA DNA inh | MEX-5 binding | Efflux pump mplx
49 | COc1cccc(OC)c1C(=O)OCC(=O)/C(C#N)=C(\C)N | 0 | -7 | 6 | 1.0 | -0.1
50 | COc1cc(NC(=S)NCc2ccc(S(N)(=O)=O)cc2)cc(OC)c1 | -3 | 0 | 8 | 0.5 | -0.1
51 | CCCn1c(SCC(=O)Nc2cc(C)on2)nc2c1c(=O)n(C)c(=O)n2C | 2 | 4 | 6 | -1.3 | 0.0
52 | O=C(NS(=O)(=O)c1ccccc1)c1ccccc1 | 9 | -3 | -7 | 0.1 | 0.1
53 | COc1ccccc1-n1c(=S)sc2c(=O)n(Cc3ccco3)c(SC)nc21 | 7 | -4 | 6 | 3.4 | 0.1
54 | CCN(CC)S(=O)(=O)c1ccc(Cl)c(NC(C)=O)c1 | 3 | -2 | -11 | 3.4 | -0.2
55 | O=C(NNS(=O)(=O)c1ccc([N+](=O)[O-])cc1)C(=O)Nc1cccc(C(=O)O)c1 | 5 | -2 | -20 | -75* | -0.1

entry | BCLXL inh | EBNA-1 inh | MCL1 BIM primary | Yeast superoxide
49 | 0 | -9 | 4 | 104
50 | 5 | -6 | 6 | 106
51 | 3 | 2 | 1 | 84
52 | 5 | -7 | 2 | 97
53 | -4 | 9 | 0 | 105
54 | 12 | 0 | 5 | 92
55 | 3 | -9 | 14 | 115

Arranged by SMILES length (falling): some entries from above.
entry | compound | GLD-1 TGE inh | Fam108B inh | ZTA DNA inh | MEX-5 binding | Efflux pump mplx
51 | CCCn1c(SCC(=O)Nc2cc(C)on2)nc2c1c(=O)n(C)c(=O)n2C | 2 | 4 | 6 | -1.3 | 0.0
50 | COc1cc(NC(=S)NCc2ccc(S(N)(=O)=O)cc2)cc(OC)c1 | -3 | 0 | 8 | 0.5 | -0.1
54 | CCN(CC)S(=O)(=O)c1ccc(Cl)c(NC(C)=O)c1 | 3 | -2 | -11 | 3.4 | -0.2

entry | BCLXL inh | EBNA-1 inh | MCL1 BIM primary | Yeast superoxide
51 | 3 | 2 | 1 | 84
50 | 5 | -6 | 6 | 106
54 | 12 | 0 | 5 | 92

High-throughput results: PubChem BioAssay, several laboratories
